Assay outcomes: PubChem, Sanford-Burnham Center for Chemical Genomics
HKDC1 inhibitor: HKDC1 (human) hexokinase inhibition; actives 0.16% (n = 340,000); recombinant HKDC1, G6PDH/diaphorase resazurin coupled fluorescence; Q2TB90; inhibition, % at 20 µM;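 active = inhibition above about 35% when tested at 20 µM, limit read from the data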;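 note: plate controls were DMSO wells with enzyme for no effect and DMSO wells lacking enzyme for full effect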
Target sequence (Q2TB90 whole entry, looked up): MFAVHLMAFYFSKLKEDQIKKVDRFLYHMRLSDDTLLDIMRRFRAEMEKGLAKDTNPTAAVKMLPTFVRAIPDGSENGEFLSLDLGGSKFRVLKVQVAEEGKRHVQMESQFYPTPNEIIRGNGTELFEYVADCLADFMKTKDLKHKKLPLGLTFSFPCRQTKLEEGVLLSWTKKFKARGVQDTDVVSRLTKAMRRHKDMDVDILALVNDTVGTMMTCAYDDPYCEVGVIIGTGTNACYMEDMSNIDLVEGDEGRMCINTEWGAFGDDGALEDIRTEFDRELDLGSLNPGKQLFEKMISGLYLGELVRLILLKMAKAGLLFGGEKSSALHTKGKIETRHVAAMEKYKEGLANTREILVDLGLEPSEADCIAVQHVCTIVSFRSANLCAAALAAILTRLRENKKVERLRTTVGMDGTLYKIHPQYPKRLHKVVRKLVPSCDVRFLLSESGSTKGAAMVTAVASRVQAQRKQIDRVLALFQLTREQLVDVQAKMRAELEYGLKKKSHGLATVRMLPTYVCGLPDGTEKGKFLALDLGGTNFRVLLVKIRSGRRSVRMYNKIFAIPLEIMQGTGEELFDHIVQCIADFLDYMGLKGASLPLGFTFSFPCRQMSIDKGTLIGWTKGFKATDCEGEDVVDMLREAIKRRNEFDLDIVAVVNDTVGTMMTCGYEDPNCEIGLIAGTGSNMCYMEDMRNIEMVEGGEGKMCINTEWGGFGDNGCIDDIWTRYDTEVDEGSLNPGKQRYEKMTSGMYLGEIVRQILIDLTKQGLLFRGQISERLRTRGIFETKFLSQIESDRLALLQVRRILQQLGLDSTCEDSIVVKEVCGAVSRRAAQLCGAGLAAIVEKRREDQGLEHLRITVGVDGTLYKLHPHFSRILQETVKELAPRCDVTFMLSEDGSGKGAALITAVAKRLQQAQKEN
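Test system: recombinant HKDC1 (HK5) hexokinase enzyme, produced in-house / Doses: 20 µM test compound, 1% DMSO / Timing: 90 min, room temperature / Detection: G6PDH/diaphorase-coupled fluorescence, 1 mM NADP, 100 µM resazurin, 525/613 nm / Control set: DMSO wells with and without enzyme mix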
SENP6 inh: blocks the human protease SENP6; Recombinant SENP6 catalytic domain, aminoluciferin luminescence; actives 1.8% (n = 330,000); inhibition, % at 10 µM; Q9GZR1; AID 2599;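 active = inhibition above about 50% at the single tested dose, limit read from the data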;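 note: plate controls were DMSO wells with enzyme for no effect and DMSO wells lacking enzyme for full effect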
PfG6PD inh: PfG6PD (Plasmodium falciparum) enzyme inhibition | PfGluPho enzyme, NADPH resazurin-diaphorase fluorescence | inhibition, % at 20 µM | actives 0.78% (n = 350,000);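 active = inhibition reaching at least a set limit at 20 µM in the primary screen, cut at about 59% in these data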;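 note: 0% = DMSO wells with substrate and 100% = DMSO wells lacking glucose-6-phosphate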
ATG4B inhibitor: blocks human ATG4B protease cleavage of LC3 substrate; actives 0.51% (n = 340,000); inhibition, % at 8.33 µM; ATG4B cleavage of LC3-PLA2, NBD-HPC fluorescence, 1 h; Q9Y4P1; in the data active = inhibition above about 40%
SENP8 inh: inhibitors of human SENP8 protease; Q96LD8; recombinant SENP8, Nedd8 substrate fluorescence; inhibition, % at 20 µM; actives 0.64% (n = 360,000); in the data active = inhibition mostly above about 40%, no sharp cut-off; inactive = mostly below about 27%
Target sequence (Q96LD8 whole entry, looked up): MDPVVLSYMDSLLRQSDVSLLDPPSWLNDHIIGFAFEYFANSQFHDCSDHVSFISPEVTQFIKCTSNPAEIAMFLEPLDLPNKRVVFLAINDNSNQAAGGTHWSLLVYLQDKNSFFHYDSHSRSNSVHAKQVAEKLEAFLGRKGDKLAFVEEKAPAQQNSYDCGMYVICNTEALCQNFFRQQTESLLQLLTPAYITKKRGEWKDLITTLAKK
MPTP block: permeability transition pore inhibition; inhibition, % at 10 µM; actives 1.4% (n = 360,000); AID 602449; isolated mouse mitochondria, Ca2+ swelling absorbance, 30 min;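 active = inhibition of 50% or more, scaled per plate between neutral and stimulator controls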;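 note: 0% = DMSO wells given calcium and 100% = 1 mM EGTA wells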
GRIN3A LBD mod: NR3A (human) ligand-binding domain modulation; NR3A LBD differential scanning fluorimetry, Tm shift; 0% = protein alone, 100% = glycine-bound protein; Tm shift relative to glycine control, % at 25 µM; actives 2.5% (n = 340,000); AID 1259313;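 active = melting temperature shift of at least 10% of the positive control shift, at one fixed dose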
SENP7 inh: blocks the human protease SENP7; Q9BQF6; recombinant SENP7, Z-RLRGG-aminoluciferin luminescence, 40 min; inhibition, % at 5 µM; actives 1.5% (n = 330,000);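 active = inhibition above about 50% at the single test dose, limit read from the data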;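 note: plate controls were DMSO with enzyme for no effect and no enzyme buffer wells for full effect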
Active calls of the source: *; i = inactive; x = not tested or not shown.

SMILES | HKDC1 inhibitor | SENP6 inh | PfG6PD inh | ATG4B inhibitor | SENP8 inh | MPTP block | GRIN3A LBD mod | SENP7 inh
C=CCn1c(Cc2cccs2)nnc1SCC(=O)NCc1ccco1 | 2 | -10 | -1 | -3 | 24 | -1.3 | -1 | 4
O=S(=O)(c1ccc(Oc2ccc(F)c(Cl)c2)nc1)N1CCOCC1 | -4 | 0 | -4 | -1 | 4 | -1.6 | -1 | 3
c1ccc(C[C@H]2CNCCN2CCCCC2CCCCC2)cc1 | 3 | -7 | -4 | 15 | 15 | 0.7 | -1 | -2
CCN(C(=O)Cc1ccc(NC2=NC3CS(=O)(=O)CC3S2)cc1)c1ccccc1 (configuration not stated) | -3 | -9 | -1 | -16 | 7 | -0.4 | -3 | 7
Oc1ccc(Nc2ncnc3scc(-c4ccccc4)c23)cc1 | -9 | -11 | -19 | -4 | 16 | 6.6 | -4 | -4
COc1cccc(Oc2nc(-c3ccncc3)nc3ccccc23)c1 | 1 | -13 | 12 | -2 | 27 | 0.9 | -1 | 1
Fc1ccc(CSc2nsc(SCc3ccc(F)cc3)n2)cc1 | 3 | -44 | -2 | -4 | 12 | 2.1 | 1 | -5
Cc1cc2c(c(=O)n1Cc1ccccn1)C(c1ccc3c(c1)OCO3)C(C#N)=C(N)O2 (configuration not stated) | -1 | -16 | -16 | -5 | -2 | -1.9 | -1 | -1
CCCOc1ccc(Cc2c(Cl)nc(SC)nc2N(C)C)cc1 | -1 | 11 | 8 | -3 | 9 | 47 | 1 | 8
N#Cc1c(-c2ccccc2)nc(SCC(=O)N(c2ccccc2)c2ccccc2)[nH]c1=O | 0 | x | -27 | 13 | -10 | 6.6 | -15 | x
Cc1cccc(C)c1OCC(O)CN(Cc1ccccc1O)C1CCCCC1 (configuration not stated) | 1 | 15 | 22 | 24 | 2 | 0.2 | 1 | 3
CCOC(=O)C1CCCN(S(=O)(=O)c2ccc3c4c2CC(=O)N4CC(C)S3)C1 (configuration not stated) | 5 | -3 | 7 | -5 | 11 | -0.2 | 0 | 4
Cn1c(N)c(C(=O)COc2ccc(Cl)cc2Cl)c(=O)n(C)c1=O | -1 | -16 | -5 | 3 | 4 | 1.1 | 1 | 9
O=C(Nc1ccc(S(=O)(=O)NC2=NCCCCC2)cc1)c1ccc(Cl)cc1Cl | 1 | -7 | 0 | 2 | 0 | -2.3 | -1 | -14
Cc1[nH]n(-c2ccccc2)c(=O)c1/C=N/Nc1nncc(-c2ccccc2)n1 | -47 | -11 | -30 | -30 | -16 | 3.4 | -23 | 5
CC(C)CN1C(=O)NC2(CCCc3ccccc32)C1=O (configuration not stated) | -4 | -5 | 0 | -7 | 2 | -1.8 | 2 | -7
Cc1ccc(-c2cc(C(F)F)nc(NCc3cccs3)n2)cc1 | 8 | -11 | 0 | 27 | -270 | 3.9 | -29 | 2
COc1ccc(OCCCNCCc2ccccc2)cc1 | -6 | 1 | -3 | -7 | 9 | 0.5 | -1 | -6
O=C(Nc1cccc(F)c1)C1CCCN(S(=O)(=O)c2cccc3cccnc23)C1 (configuration not stated) | 0 | -5 | 11 | 1 | 6 | -1.6 | 5 | 1
CC(C)CNc1nc(Oc2ccc(=O)n(C)n2)nc(N2CCOCC2)n1 | -8 | 4 | 13 | 0 | 13 | -1.8 | -2 | 5
CC1CCN(C(=S)c2ccc3c(c2)OCO3)CC1 | -14 | -2 | -9 | -5 | 17 | 0.1 | 0 | -1
CCOCC(=O)OCC(=O)Nc1cc(OC)c([N+](=O)[O-])cc1C | -4 | -8 | 8 | -4 | 9 | 0.5 | 0 | -11
O=C(COC(=O)c1ccc(Br)o1)NCc1ccc2c(c1)OCO2 | -5 | 2 | -3 | -2 | 8 | 1.0 | 1 | -3
COc1ccc(Cl)cc1NC(=O)CN(C)C(=O)CCCc1c[nH]c2ccccc12 | -6 | -19 | 78* | -12 | -3 | -0.7 | -4 | -1
COc1cc(C(=O)N/N=C(\C)Cn2nc([N+](=O)[O-])cc2C)ccc1O | 7 | 8 | 4 | -6 | -11 | -0.6 | -1 | 3

Structures listed so far shown as hits in PfG6PD inh:
SMILES,HKDC1 inhibitor,SENP6 inh,PfG6PD inh,ATG4B inhibitor,MPTP block,GRIN3A LBD mod,SENP7 inh
COc1ccc(Cl)cc1NC(=O)CN(C)C(=O)CCCc1c[nH]c2ccccc12,-6,-19,78*,-12,-0.7,-4,-1

New compounds follow:
SMILES | HKDC1 inhibitor | SENP6 inh | PfG6PD inh | ATG4B inhibitor | SENP8 inh | MPTP block | GRIN3A LBD mod | SENP7 inh
NS(=O)(=O)c1ccc(NNC(=O)c2cccs2)cc1 | 1 | -8 | -9 | 2 | 21 | 2.6 | -1 | 17
CCCn1cnc2c(=O)oc3ccccc3c21 | -1 | -18 | 5 | -8 | 28 | -1.8 | 1 | 7
CCOc1ccc(-c2cn[nH]c2N)cc1 | -13 | -18 | 1 | -8 | 11 | -0.8 | -2 | -2
COc1ccccc1NC(=S)NCC1CCCO1 (configuration not stated) | -2 | -23 | -10 | 9 | 12 | 0.0 | 2 | 10
CCCn1cnc2cc(NCc3ccccn3)ccc21 | 10 | 11 | 18 | -7 | -54 | 1.6 | 0 | 3
CC(C)(C)c1ccc(C(=O)Nc2ccc(Cl)cc2)cc1 | 5 | 7 | 1 | -3 | 5 | -0.5 | -1 | 10
COc1ccc(S(=O)(=O)N2CCCCC2)cc1NS(=O)(=O)c1ccccc1F | 0 | -3 | -24 | -4 | 21 | -0.1 | -2 | -3
COc1ccc(NC(=O)c2noc3c2CCCCC3)cc1 | -3 | 5 | 12 | 0 | 18 | 1.4 | 0 | 1
Cc1[nH]nc2c1C(c1cccc(O)c1)C1=C(CC(C)(C)CC1=O)N2 (configuration not stated) | -4 | -17 | -12 | -6 | i | -2.0 | 1 | -12
CCNS(=O)(=O)c1cc(OC)c(Cl)cc1OC | -2 | -2 | -1 | -1 | 14 | -2.4 | -4 | 3
CCOC(=O)CCSc1nc(C)c2cc(C)c(C)cc2n1 | -3 | -5 | 11 | 3 | -32 | 0.7 | 0 | -2
COc1cccc(Oc2cn[nH]c2-c2ccc(O)cc2O)c1 | -7 | 7 | 51 | -15 | 13 | 1.5 | 28* | -3
CCOc1ccc(C(C)=O)cc1COc1ccc(-c2nnco2)cc1 | -4 | -5 | 9 | -5 | 6 | 0.7 | -2 | -7
O=C(OCc1ccc(Cl)cc1Cl)c1ccncc1 | -4 | -10 | -15 | -15 | 8 | 0.6 | 3 | 4
CCOC(=O)c1ccc(NC(=O)c2nc[nH]c2C(=O)N[C@@H](C)C(=O)OC(C)(C)C)cc1 | 4 | 3 | 12 | -7 | 13 | -0.8 | -6 | 2
Cc1nc(-c2ccccc2)sc1-c1nc(-c2cccnc2)ncc1S(=O)(=O)c1ccccc1 | 0 | -10 | 16 | -6 | -230 | -0.3 | -1 | -4
Cc1ccc(C(=O)CCC(=O)OCC(=O)N(C)c2c(N)n(Cc3ccccc3)c(=O)[nH]c2=O)cc1 | 2 | -1 | 1 | -3 | 23 | -3.2 | 1 | -3
O=C(COC(=O)c1ccco1)NCc1ccc(Cl)cc1Cl | -3 | -7 | 8 | 10 | 4 | 0.3 | -1 | -8
Cc1cc(N2C(=O)C(O)=C(C(=O)c3cc4ccccc4o3)C2c2ccc(Br)cc2)no1 (configuration not stated) | -6 | 11 | -37 | 3 | -43 | 4.9 | -1 | 5
Cc1cccc(C(=O)O/N=C(\N)c2cccc([N+](=O)[O-])c2)c1 | -1 | 29 | 13 | 6 | 12 | -2.1 | 5 | 22
CCCN(CCC)S(=O)(=O)c1ccc2c(c1)CCCN2C(C)=O | 0 | -4 | 1 | -16 | 28 | -3.2 | 2 | 3
CCn1c(SCC(=O)Nc2cccc(C)n2)nnc1-c1ccco1 | 1 | -17 | 17 | -5 | 13 | -0.8 | 2 | -8
O=C(CSc1ccc(-c2ccccc2)nn1)NCC1CCCO1 (configuration not stated) | -5 | -3 | -3 | 5 | -21 | -0.7 | 0 | -11
COCCNC(=O)c1ccc2c(Cl)c3c(nc2c1)CCC3 | -2 | 16 | 1 | 3 | 10 | -0.5 | -4 | 7
O=C(O)CNC(=O)C12CC3CC(CC(Cl)(C3)C1)C2 | 2 | -31 | -6 | 6 | -3 | -5.1 | 0 | -1
The list goes on.
SMILES | HKDC1 inhibitor | SENP6 inh | PfG6PD inh | ATG4B inhibitor | SENP8 inh | MPTP block | GRIN3A LBD mod | SENP7 inh
O=C(NCc1ccc2c(c1)OCO2)c1cc([N+](=O)[O-])ccc1N1CCOCC1 | -5 | 6 | -7 | -6 | 7 | -2.1 | -1 | -2
O=C(O)/C=C\C(=O)Nc1ccccc1C(=O)N1CCN(c2ccc(Cl)cc2)CC1 | -5 | 6 | -1 | -3 | -46 | -1.6 | 5 | 1
CCOC(=O)c1c(C)[nH]c(C)c1S(=O)(=O)NCCc1sccc1C | 6 | 7 | -22 | 5 | 7 | 1.0 | -1 | 9
CSc1n[nH]c(NC(=O)c2c(-c3c(Cl)cccc3Cl)noc2C)n1 | 6 | -2 | 14 | -8 | 10 | 0.1 | -2 | 1
COC(=O)CCc1c(C)c(C(=O)c2cccc(OC)c2OC)c2ccccn12 | 0 | -45 | -1 | -3 | 8 | 1.8 | -1 | -4
Cc1cnc(C(=O)OCC(=O)c2ccc(Br)s2)cn1 | -3 | 11 | 16 | 1 | 20 | -0.7 | 1 | 5
O=C(CCCCCCCCCCC(=O)NCc1cccnc1)NCc1cccnc1 | -6 | -7 | -13 | -1 | 12 | 10 | -4 | 2
Cc1ccc2c(c1)nnn2C1CCN(S(=O)(=O)c2ccc(C(=O)NC3CCCC3)cc2)CC1 | -3 | 6 | -8 | -16 | 10 | 16 | 1 | 0
O=C(O)/C=C/c1cn(-c2ccccc2)nc1-c1ccccc1 | -4 | 10 | -21 | 1 | 4 | -0.1 | 2 | 1
O=C1c2ccccc2S(=O)(=O)c2cc(N3CCC4(CC3)OCCO4)ccc21 | -1 | 7 | 7 | -16 | x | x | 1 | 7
Cc1ccc(CSc2nnc(CNc3ccc(F)cc3)o2)cc1 | 1 | -10 | 12 | -2 | 10 | -1.0 | -7 | 4
Cc1cccc(N2CCN(S(=O)(=O)c3ccc4c(c3)CCN4C(=O)CCC(=O)O)CC2C)c1 (configuration not stated) | -2 | -14 | -44 | -19 | 0 | -2.6 | -3 | 8
CCC(=O)N1CCc2cc(Br)cc(S(=O)(=O)N3CCCC(C(=O)O)C3)c21 (configuration not stated) | -4 | 6 | -3 | -1 | 5 | -1.3 | -1 | 4
COc1ccc(CN2CCN(Cc3cccc(OC)c3)C(CCO)C2)cc1 (configuration not stated) | -6 | -8 | 5 | -4 | 14 | -1.3 | 1 | 9
COc1ccc(CNC(=O)CN2C(=O)NC3(CCCCCCC3)C2=O)cc1 | 2 | -8 | -8 | 1 | 2 | 1.2 | 0 | 5
O=C(COC(=O)c1ccccc1F)Nc1ccc(S(=O)(=O)N2CCOCC2)cc1 | -4 | 1 | -1 | -9 | 4 | -0.9 | -1 | -1
CC(C)Cc1ccc(CN2CCCC(NC(=O)c3ccoc3)C2)cc1 (configuration not stated) | 3 | -16 | 14 | 18 | 11 | 0.3 | 0 | 0
COC(=O)c1ccc(CSc2nc3ccccc3o2)cc1 | -1 | 85* | 1 | -3 | 16 | -0.1 | 3 | 91*
COc1ccc(C)cc1Nc1n[n+](-c2ccccc2)c(-c2cccc(Cl)c2Cl)s1 | 2 | -10 | 17 | -9 | 11 | 1.4 | 5 | 3
COCCNCC(=O)Nc1ccc(OC(F)(F)F)cc1 | -2 | -29 | -6 | 0 | 24 | -0.9 | -1 | -9
Cc1ccc(N=Cc2c(C)[nH]n(-c3nc4ccccc4[nH]3)c2=O)cc1 | 3 | 94* | -11 | -4 | 14 | 1.4 | -3 | 95*

Given as labelled records: two of the compounds above
> Cc1ccc(CSc2nnc(CNc3ccc(F)cc3)o2)cc1
  HKDC1 inhibitor: 1; SENP6 inh: -10; PfG6PD inh: 12; ATG4B inhibitor: -2; SENP8 inh: 10; MPTP block: -1.0; GRIN3A LBD mod: -7; SENP7 inh: 4
> COC(=O)CCc1c(C)c(C(=O)c2cccc(OC)c2OC)c2ccccn12
  HKDC1 inhibitor: 0; SENP6 inh: -45; PfG6PD inh: -1; ATG4B inhibitor: -3; SENP8 inh: 8; MPTP block: 1.8; GRIN3A LBD mod: -1; SENP7 inh: -4
